High-throughput results from PubChem BioAssay.
MT stabilize HCS: microtubule stabilizers in HeLa cells, primary screen, imaging, high-content imaging | HeLa tubulin immunostaining HCS, 24 h; share of cells brighter than vehicle mean+2SD | 200,000 compounds, 0.83% hits | % tubulin-high responders, % at 10 µM;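 active = plate Z-score above 3 for both tubulin-high and condensed-nucleus cell shares, with cell loss under 80%, at 10 µM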;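 note: anti alpha tubulin signal scored within the nucleus-defined area of each cell; some results filed as inactive read as strong as hits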
Insulin prom up: insulin promoter activators in MIN6 cells, imaging, high-content screening, mouse beta cells; MIN6 insulin promoter-GFP reporter; hits give high values; z-score at 5 µM; 190,000 compounds, 0.3% hits;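 active = z-score above 3 at 5 µM with at least 500 cells counted in the well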
T cell modulator: modulators of CD8 T cell-vesicle binding, primary screen, mouse 2C CD8+ T cells, flow cytometry; AID 2052, 2009; calls only at 7 µM; 2C CD8+ T cell-vesicle binding; hits give low values; 330,000 compounds, 0.068% hits;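 active = response, share of CD8 T cells binding vesicles, and their 90th percentile fluorescence all below set limits, cut at about 80% in these data, passing the limit was not always enough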
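System: murine 2C transgenic CD8+ T lymphocytes; also added: QL9-loaded Drosophila micro-vesicles; times: binding 1.5 h at 37 °C; measured by: flow cytometry, PE anti-B7-1 (FL2) versus Alexa647 anti-CD8 (FL8), PFA-fixed; control set: Peptide-free naked vesicles (low) and QL9 vesicles with 0.7% DMSO vehicle (high)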
PMI inhibitors: inhibitors of human PMI, primary screen, biochemical, fluorescence intensity, coupled assay (AID 1209); Mannose-6-phosphate isomerase (Homo sapiens); 190,000 compounds, 0.42% hits; inhibition, % at 20 µM, or IC50 in µM where a hit was titrated; purified PMI enzyme, coupled fluorescence intensity; higher % means a stronger effect; in the data active = inhibition above about 50%;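 note: plate controls were DMSO vehicle for no effect and wells lacking substrate for full effect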
Myeloid diff MLP: induction of myeloid progenitor differentiation, primary screen, cell-based, flow cytometry, MLPCN library. calls only at 10 µM. ER-HoxA9 myeloid progenitors, lysozyme-GFP differentiation. 360,000 compounds, 1% hits. AID 624256, 2012;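 active = normalized GFP-positive differentiation at or above the plate's own cutoff, the solvent-only control mean plus 3 SD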;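 note: cells exposed to compound for four days before flow analysis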
b-catenin transl: modulators of beta-catenin nuclear translocation, primary screen, imaging, HeLa cells, immunofluorescence, high-content. 190,000 compounds, 0.3% hits. nuclear translocation activity, % at 5 µM;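 active = nuclear translocation activity above 50% at 5 µM, with a well cell count of 50 or more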;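 note: per-cell ratio of nuclear to cytoplasmic median beta-catenin stain intensity; plate controls were DMSO negative control for no effect and GSK-3 inhibitor IX positive control for full effect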
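test system = HeLa cells, endogenous beta-catenin | dosing = single 5 µM dose plus 0.02–20 µM confirmation series | times = compound treatment 24 h, 37°C, 5% CO2 | technique = beta-catenin immunofluorescence imaging with DAPI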
Dynein cargo inh: inhibitors of GR-EGFP nuclear translocation, primary screen, dynein cargo transport inhibitor project, imaging, high-content, 3617.4 mouse cells. test concentration mostly 20 µM; stimulated with dexamethasone, 1 µM; hits give low values. z-score, hits read low. 220,000 compounds, 0.47% hits. AID 1381, 2008;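 active = plate z-score of nuclear minus cytoplasmic receptor signal below a set negative limit, without overly bright fluorescence or cell loss, cut at about -3.5 in these data, passing the limit was not always enough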;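 note: z-score of nuclear minus cytoplasmic ring GR-EGFP intensity difference per well; some compounds called inactive have numbers as strong as hits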
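medium = tetracycline-free induction medium containing charcoal-stripped FBS | probe or stimulus = dexamethasone, 1.0 µM final | timing = 48 h induction, then 1 h compound, then 30 min agonist, 37 °C | detection = automated 10x imaging of fixed Hoechst-stained cells | read-out basis = nuclear versus cytoplasmic GR-EGFP signal, averaged per well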
Lipid droplet: inhibitors of hepatocyte lipid droplet formation, primary screen, imaging, high-throughput imaging, BODIPY stain. 240,000 compounds, 0.4% hits. AML12 mouse hepatocytes, oleate lipid droplets. inhibition, % at 6.5 µM;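 active = lipid droplet intensity inhibited by at least 50%, with more than 500 cells counted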
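Material: mouse AML12 hepatocyte cell line, fixed after treatment; Timing: compound with oleate, overnight; Technique: high-content imaging of BODIPY-stained droplets and DAPI nuclei; Probe or stimulus: oleate, 100 µM final; Dosing: compound at 6.5 µM only.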
TNAP activation fold: human TNAP enzyme activators, primary screen, biochemical, luminescent, no phosphate acceptor, uHTS (AID 1001); Alkaline phosphatase, tissue-nonspecific isozyme (Homo sapiens); purified TNAP, luminescent activation assay, no phosphate acceptor; higher activation fold means a stronger effect; activation fold at 20 µM, or EC50 in µM where a hit was titrated; 200,000 compounds, 0.03% hits; in the data active = activation fold from about 3, or a potency from the dose series; inactive = the rest, 99 in 100 with activation fold below about 1.6; note: many of its hits are not listed in these tables
Dynein cargo inh cytoplasmic EGFP: further read-out of Dynein cargo inh, marked with its call; z-score; measured here: cytoplasmic GR-EGFP intensity; hits give high values
Dynein cargo inh nuclear GR-EGFP: second read-out of Dynein cargo inh, no call of its own (marks repeat the call); z-score; measured here: nuclear GR-EGFP intensity;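 lower value marks the stronger effect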
Dynein cargo inh cell count: recorded beside Dynein cargo inh, whose call it bears; z-score; measured here: cell count per field
Insulin prom up cell count: further read-out of Insulin prom up, marked with its call; cell count; measured here: cytotoxicity, nuclei count;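 total cells summed across four imaged fields per well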
Lipid droplet cells 6.5 µM: also measured in Lipid droplet; calls as there; cell count; measured here: cell count, cytotoxicity flag;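 cells counted across two imaged fields per well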
b-catenin transl cell count 5 µM: further read-out of b-catenin transl, marked with its call; cell count; measured here: cell count, cytotoxicity flag
T cell modulator vesicle-bound %: second read-out of T cell modulator, no call of its own (marks repeat the call); double positive events, %; measured here: CD8+ vesicle-bound cell fraction;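 binding gate set so that unloaded-vesicle control wells show 10% double positive cells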
MT stabilize HCS Hoechst-high %: recorded beside MT stabilize HCS, whose call it bears; % Hoechst-high responders; measured here: nuclear condensation Hoechst responders;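 share of cells brighter than vehicle mean plus two SD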
MT stabilize HCS cytotoxicity %: also measured in MT stabilize HCS; calls as there; toxicity, %; measured here: cytotoxicity by cell density;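 0% = mean cell density of plate MIN control wells and 100% = no cells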
Myeloid diff MLP GFP+ MAC1+ %: further read-out of Myeloid diff MLP, marked with its call; GFP+ MAC1+ double positive, %; measured here: differentiation confirmed by MAC1 staining
* = called active by the depositor; i = inactive; nt = not tested or not shown; + = active, no number.

compound | T cell modulator vesicle-bound % | Myeloid diff MLP GFP+ MAC1+ % | MT stabilize HCS Hoechst-high % | Insulin prom up cell count | Dynein cargo inh | T cell modulator | PMI inhibitors | b-catenin transl | Myeloid diff MLP | Lipid droplet cells 6.5 µM | Lipid droplet | TNAP activation fold | MT stabilize HCS cytotoxicity % | Dynein cargo inh cytoplasmic EGFP | Dynein cargo inh cell count | Insulin prom up | MT stabilize HCS | Dynein cargo inh nuclear GR-EGFP | b-catenin transl cell count 5 µM
CCOC(=O)N1CCN(c2ncc(C(F)(F)F)cc2Cl)CC1 | 55 | 0.3 | 0.7 | 1278 | -0.8 | i | 0% | -1.0 | i | 674 | 0 | 1.2 | 7.3 | -0.29 | 1.3 | -1.1 | 1.9 | -0.58 | 1126
Cc1ccc(CSc2nnc(CCNC(=O)OC(C)(C)C)o2)cc1 | 30 | 0.3 | nt | 1039 | 1.3 | i | nt | 0.4 | i | 777 | -9 | nt | nt | -0.22 | -0.8 | -0.36 | nt | 0.57 | 1372
COc1ccc(CN2CCN(C(=O)CC(C)C)CC2)cc1OC | 35 | 0.8 | 2.4 | 1455 | 0.071 | i | 9% | 0.0 | i | nt | nt | 1.1 | 8.3 | -0.18 | 0.045 | 0.11 | 2.4 | 0.074 | 1330
N#CC1=C(N)Oc2n[nH]c(-c3ccncc3)c2C1c1ccsc1 (stereo not drawn) | 39 | 10 | 2.1 | 1903 | 3.2 | i | 10% | 1.0 | i | 628 | 13 | 0.9 | 15 | -0.16 | -2 | 0.28 | 3.1 | 2.6 | 1128
N=c1n(CCN2CCCCC2)c2ccccc2n1CC(=O)c1cccs1 | 42 | 1.8 | nt | 1327 | -0.39 | i | nt | 0.1 | i | 642 | -4 | nt | nt | -0.28 | 0.55 | 0.03 | nt | -0.22 | 1313
CCC(C)NC(=O)CN(c1ccc(OC)cc1)S(=O)(=O)c1ccc(NC(C)=O)cc1 (stereo not drawn) | 48 | 0.9 | 2.0 | 1188 | -0.34 | i | 8% | -0.7 | i | nt | nt | 1 | 12 | -0.18 | 1.1 | 0.41 | 2.7 | 0.07 | 853
COc1ccc(/C=N/NC(=O)OC(C)(C)C)cc1OC | 27 | 0.4 | 2.4 | 1533 | 0.068 | i | 18% | 1.0 | i | 709 | -4 | 1.1 | 7.0 | -0.2 | -0.13 | 1.7 | 5.6 | -0.094 | 1043
COc1ccccc1C(=O)n1nc(-c2ccco2)nc1SC | 3.7* | 0.3 | 1.9 | 1163 | -1.2 | + | -7% | -0.5 | i | 718 | 4 | 1 | 5.9 | -0.31 | 1.3 | 0.13 | 2.0 | -0.58 | 1124
CC1(C)CC(=O)C2=C(C1)N(Cc1ccco1)C(=O)C2(NC(=O)c1ccc(Cl)cc1Cl)C(F)(F)F (stereo not drawn) | 16 | 8.1 | 2.0 | nt | -1.1 | i | 2% | nt | i | nt | nt | 1.1 | 2.9 | -0.23 | 0.24 | nt | 3.1 | -1.1 | nt
Cc1cc(/C=C(\C#N)c2nc3ccccc3[nH]2)c(C)n1C | 0 | 0.9 | 3.2 | 1150 | 0.11 | i | -3% | 1.1 | i | 670 | 30 | 1.1 | 6.9 | -0.3 | 0.56 | -0.24 | 4.4 | -0.14 | 498
CCOC(=O)CCNc1n[nH]c(=O)[nH]c1=O | 19 | 0.9 | 1.6 | 1311 | 0.28 | i | 0% | nt | i | 754 | -4 | 1.1 | 5.7 | -0.2 | -0.27 | -0.08 | 3.0 | 0.51 | nt
CN(C)CCNC(=O)c1cc(Sc2ccc(F)cc2)nc2ccccc12 | 26 | nt | 1.3 | nt | 0.24 | i | -6% | 3.6 | nt | 662 | 4 | 1 | 2.4 | -0.25 | -0.13 | nt | 2.1 | 0.15 | 1018
CC(C)Cc1nc2sc3c(=O)[nH]cnc3c2c2c1CCCC2 | 51 | 0.2 | 2.2 | 1605 | -0.31 | i | 8% | -0.7 | i | 709 | -10 | 1.3 | 2.1 | -0.31 | 0.39 | -0.27 | 4.0 | -0.042 | 1005
CC(=O)NC1(C(F)(F)F)C(=O)N(Cc2ccccc2)C2=C1C(=O)CC(C)(C)C2 (stereo not drawn) | 32 | 1.1 | 1.3 | 1553 | -0.23 | i | 11% | -3.4 | i | nt | nt | 1.1 | 6.4 | -0.2 | -0.12 | -0.47 | 2.5 | -0.8 | 1391
O=C1CC2C(=O)NCCN2C(=NC(=O)c2ccc(Cl)cc2)N1 (stereo not drawn) | 17 | 0.3 | 2.4 | 1312 | 0.13 | i | -3% | -3.8 | i | 680 | 0 | 1.1 | 10 | -0.065 | 0.85 | -0.22 | 2.2 | 0.022 | 1142
Oc1c(Cl)cc(Cl)c(Cl)c1Cc1c(O)c(Cl)cc(Cl)c1Cl | 14 | 1.1 | 1.0 | nt | 1.9 | i | -3% | nt | i | nt | nt | 1 | 10 | 0.44 | -2.3 | nt | 3.3 | 1.4 | nt
Cc1cc(NC(=O)c2noc3c2CCCC3)no1 | 40 | 6.9 | 1.8 | 1289 | 0.71 | i | 1% | nt | i | 699 | -7 | 1 | 2.0 | -0.26 | 0.57 | 0.35 | 2.6 | 0.63 | nt
CCOC(=O)C1=C(O)/C(=C/c2cc(OC)c(OC)c(OC)c2)N=C1C | 55 | 0.4 | 2.3 | 1442 | 1.2 | i | -1% | -2.6 | i | nt | nt | 1 | 5.4 | 0.13 | -1.3 | -0.14 | 3.0 | 1.2 | 1323
COC(=O)c1cn(CCOc2ccccc2)c2ccccc12 | 3 | 0.5 | 1.4 | 1816 | -0.57 | i | 22% | 0.6 | i | 708 | 2 | 1.1 | 0.7 | -0.14 | 0.28 | 0.63 | 6.3 | 0.059 | 1038
COc1ccc(NC(=O)c2ccc(S(=O)(=O)N3CCCCCC3)cc2)c(OC)c1 | 35 | 0.8 | nt | 1064 | -0.026 | i | nt | -0.1 | i | 702 | -14 | nt | nt | -0.76 | -0.39 | -0.22 | nt | 0.18 | 1303
CCS(=O)(=O)C(=C(Nc1ccc(OC)cc1)Nc1ccc(OC)cc1)S(=O)(=O)CC | 11 | 1.0 | 3.0 | 1478 | -0.82 | i | -8% | -2.8 | i | nt | nt | 1 | 9.7 | -0.25 | 0.47 | 0.03 | 5.1 | -0.18 | 1376
NS(=O)(=O)c1ccc(Cl)cc1[N+](=O)[O-] | 24 | 0.1 | nt | 932 | -0.063 | i | nt | -0.1 | i | 683 | 34 | nt | nt | -0.19 | 0.43 | 1.7 | nt | 0.41 | 1304
NC(=O)C1=C[C@H](c2ccccc2)C[C@H](OCc2ccc(CO)cc2)O1 | 33 | 0.4 | 2.9 | 1408 | -0.3 | i | 23% | -1.7 | i | 734 | -3 | 1.1 | 1.8 | -0.19 | -0.41 | 1.4 | 1.9 | 0.13 | 1149
CCc1ccc(NC(=O)CCCN2C(=S)NC(C)(C)CC2C)cc1 (stereo not drawn) | 31 | 0.4 | 1.9 | 1319 | 0.54 | i | -11% | -0.2 | i | 699 | -12 | 1 | 7.9 | -0.34 | -0.61 | -0.13 | 3.5 | -0.33 | 987
Cc1ccc(-n2nnnc2SCC(=O)Nc2ncc(Cc3ccccc3Cl)s2)cc1 | 31 | 0.3 | 2.9 | 1541 | 0.071 | i | 7% | -0.5 | i | 668* | 79* | 1.1 | 5.5 | -0.26 | 0.15 | -0.33 | 3.5 | -0.1 | 1034
Cc1ccccc1NCC(=O)N/N=C\c1ccc2c(c1)OCO2 | 25 | 0.3 | 1.4 | 1374 | 1 | i | 0% | -4.9 | i | 711 | 10 | 1.1 | 8.2 | -0.25 | -0.054 | -0.24 | 1.9 | 0.11 | 1136
Brc1ccccc1/C=N/Nc1ccc2ccccc2n1 | 67 | 0.7 | 3.0 | 1501 | 0.098 | i | 7% | 1.0 | i | 622 | 7 | 1.5 | 9.9 | -0.26 | 0.28 | 0.39 | 5.4 | 0.074 | 1121
Cc1nn(-c2ccccc2)c(Cl)c1C(=O)Nc1nnc(C2CCCC2)s1 | 13 | 0.8 | 1.1 | 1208 | 1 | i | 10% | 2.5 | i | 762 | 5 | 1.1 | 9.1 | -0.19 | -0.76 | 0.54 | 4.3 | 1.3 | 1001

Given with values under each structure: entries from further up
Results follow in this order: T cell modulator vesicle-bound %	Myeloid diff MLP GFP+ MAC1+ %	MT stabilize HCS Hoechst-high %	Insulin prom up cell count	Dynein cargo inh	T cell modulator	PMI inhibitors	b-catenin transl	Myeloid diff MLP	Lipid droplet cells 6.5 µM	Lipid droplet	TNAP activation fold	MT stabilize HCS cytotoxicity %	Dynein cargo inh cytoplasmic EGFP	Dynein cargo inh cell count	Insulin prom up	MT stabilize HCS	Dynein cargo inh nuclear GR-EGFP	b-catenin transl cell count 5 µM
CCS(=O)(=O)C(=C(Nc1ccc(OC)cc1)Nc1ccc(OC)cc1)S(=O)(=O)CC
→ 11	1.0	3.0	1478	-0.82	i	-8%	-2.8	i	nt	nt	1	9.7	-0.25	0.47	0.03	5.1	-0.18	1376
NS(=O)(=O)c1ccc(Cl)cc1[N+](=O)[O-]
→ 24	0.1	nt	932	-0.063	i	nt	-0.1	i	683	34	nt	nt	-0.19	0.43	1.7	nt	0.41	1304
